human PMI inhibitors: human PMI inhibitors, high substrate, primary screen, biochemical, fluorescence intensity, high mannose 6-phosphate (AID 1220) | recombinant PMI enzyme, coupled fluorescence intensity; higher % means a stronger effect | inhibition, % at 20 µM, or IC50 in µM where a hit was titrated | 190,000 tested, 0.66% active
LYP inhibition: PTPN22 lymphoid phosphatase activity blockers – biochemical, fluorescence intensity, uHTS (AID 1779). 290,000 tested, 0.054% active. inhibition, % at 11.5 µM, or IC50 in µM where a hit was titrated. recombinant LYP phosphatase, fluorescence intensity; higher % means a stronger effect;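 further: plate controls were vehicle with enzyme for no effect and no enzyme for full effect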
human PMI inhibition: inhibitors of human PMI, primary screen, biochemical, fluorescence intensity, coupled assay (AID 1209); inhibition, % at 20 µM; hits with a dose series show IC50 in µM; purified PMI enzyme, coupled fluorescence intensity; higher % means a stronger effect; 190,000 tested, 0.42% active;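 further: plate controls were DMSO vehicle for no effect and wells lacking substrate for full effect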
TNAP activation fold: stimulation of alkaline phosphatase TNAP activity – biochemical, luminescent, no phosphate acceptor, uHTS, primary screen (AID 1001); one-dose activation fold at 20 µM; EC50 in µM for titrated hits; 200,000 tested, 0.03% active; purified TNAP, luminescent activation assay, no phosphate acceptor; higher activation fold means a stronger effect; in the data active means activation fold from about 3, or a potency from the dose series; inactive means the rest, 99 in 100 with activation fold below about 1.6; further: many of its hits are not listed in these tables
Yfh1-depleted yeast: mitochondrial function rescue without frataxin homolog – Friedreich's ataxia, plus single-dose screen, dose response (AID 1465); 220,000 tested, 0.074% active; S. cerevisiae Yfh1-off respiration, WST-1 reduction, 72 h; higher fold induction means a stronger effect; fold induction at 50 µM; hits with a dose series show EC50 in µM;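 active means fold induction of absorbance versus untreated yeast above a set limit, then at least 30% activation at any dose in follow-up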;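 further: activators that raise dye reduction in frataxin-depleted yeast; strong numbers were not always called active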
WT yeast gro inh: growth inhibition of WT yeast, mitochondrial fusion screen; AID 1362; inhibition, % at 10 µM; mitochondrial fusion phenotypic screen, WT strain; 190,000 tested, 2.1% active; in the data active means inhibition above about 58%; tested in S. cerevisiae
P. falciparum M1AAP: P. falciparum M1AAP inhibitors, biochemical, fluorogenic H-Leu-NHMec substrate, 1536-well (AID 1445); recombinant M1AAP, H-Leu-NHMec fluorogenic kinetic assay; higher % means a stronger effect; inhibition, % at 30 µM, or IC50 in µM where a hit was titrated; 220,000 tested, 0.42% active;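 active means primary inhibition above the hit cutoff, then over 50% inhibition at one or more dose response concentrations, cut at about 23% in these data, passing the limit was not always enough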;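 further: plate controls were DMSO full reaction for no effect and no enzyme background for full effect; strong numbers were not always called active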
XIAP antagonists: XIAP antagonists, biochemical, IAP family, fluorescence polarization (AID 1018); XIAP BIR domain, fluorescence polarization peptide displacement; higher % means a stronger effect; displacement, % at 20 µM, or IC50 in µM where a hit was titrated; 200,000 tested, 0.007% active; in the data active means displacement above about 50%; further: a part of the inactive calls stands beside numbers as strong as those of hits
P. falciparum M17LAP: P. falciparum M17LAP inhibitors, primary screen, biochemical, fluorogenic H-Leu-NHMec substrate, 1536-well (AID 1619); 220,000 tested, 0.38% active; inhibition, % at 30 µM; hits with a dose series show IC50 in µM; recombinant M17LAP, H-Leu-NHMec fluorogenic kinetic assay; higher % means a stronger effect;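 active means compound inhibiting the enzyme by more than half at any dose during confirmatory dose-response retesting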;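 further: plate controls were full reaction with DMSO carrier for no effect and no enzyme background for full effect; strong numbers were not always called active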
WT yeast gro inh mutant strain: further read-out of WT yeast gro inh, marked with its call; inhibition, %; mitochondrial fusion phenotypic screen, mutant strain inhibition
An asterisk follows results filed as active; i = inactive; nt = not tested or not shown. Unless noted, no stated cut-off is given here; in the data, active means inhibition above about 50%; inactive means the rest. This is a random part of the collection; any-hit rate near 3.7%.

Structure	human PMI inhibitors	LYP inhibition	human PMI inhibition	TNAP activation fold	Yfh1-depleted yeast	WT yeast gro inh	WT yeast gro inh mutant strain	P. falciparum M1AAP	XIAP antagonists	P. falciparum M17LAP
COc1ccccc1NC(=O)C1=C(C)NC(SCC(=O)c2ccc(C)cc2)=C(C#N)C1c1ccco1 (stereo not given)	-37%	2%	-9%	1.2	nt	-1	1	3%	-15%	5%
COC(=O)C1=C(C)OC(N)=C(C#N)C1c1c(C)nn(-c2ccccc2)c1Cl (stereo not given)	16%	-1%	22%	1.1	i	10	-5	12%	2.1%	-5%
O=C(COC(=O)C1CC1)c1c[nH]c2ccccc12	9%	4%	10%	1.1	i	-11	-2	12%	0.3%	10%
COc1ccc(Nc2nc(N)nc(CSC(=S)N3CCCCC3)n2)cc1	5%	0%	4%	1.1	i	22	-32	-2%	-1.3%	6%
Cc1ccc(NC(=O)CSc2nnc(-c3cnccn3)n2-c2ccccc2)cc1	11%	-5%	9%	1.1	i	1	-5	2%	-3.5%	-5%
Cc1cc2[nH]cnc2c([N+](=O)[O-])c1C	26%	-6%	17%	1.1	i	-1	6	8%	-3.6%	44%
O=C(CCSc1nc(-c2ccco2)cc(C(F)(F)F)n1)N1CCCc2ccccc21	4%	5%	11%	1	i	14	-15	3%	-2.2%	-9%
COc1ccc(-c2cc(C(F)(F)F)n3nc(C(=O)Nc4c(C)n(C)n(-c5ccccc5)c4=O)cc3n2)cc1	nt	-1%	nt	1.1	i	16	-4	4%	-1.3%	-15%
COc1ccc(S(=O)(=O)N(C)c2c(C)n(C)n(-c3ccccc3)c2=O)cc1OC	-11%	-1%	-13%	1.1	i	2	-1	3%	-3.3%	-4%
Cc1sc(NC(=O)C2CCCCC2C(=O)O)c(C(N)=O)c1-c1ccccc1 (stereo not given)	4%	0%	-8%	1	i	-29	-16	14%	-5.0%	11µM*
CCOc1ccc2nc(SC3CC(=O)N(c4ccccc4)C3=O)sc2c1 (stereo not given)	8%	-5%	7%	1.1	i	7	-16	0%	-20%	-10%
CCNc1sc(C(=O)OCC)c(N)c1C#N	-17%	-1%	-21%	1	i	-7	-18	4%	-7.1%	10%
COc1ccc(F)cc1C(=O)C1CCCN(C(=O)CCN2CCCCO2)C1 (stereo not given)	-5%	-13%	-2%	1	i	-2	1	2%	1.9%	-4%
Cc1ccccc1NC(=O)C1(NC(=O)c2cccc(N3C(=O)CSC3c3ccccc3)c2)CCCCC1 (stereo not given)	10%	2%	24%	1.1	i	1	-5	6%	-16%	13%
Nc1ccc2c(c1)nnn2-c1ccccc1	nt	-12%	nt	nt	i	nt	nt	2%	nt	-19%

Further structures follow.
Structure	human PMI inhibitors	LYP inhibition	human PMI inhibition	TNAP activation fold	Yfh1-depleted yeast	WT yeast gro inh	WT yeast gro inh mutant strain	P. falciparum M1AAP	XIAP antagonists	P. falciparum M17LAP
COc1cccc(OC)c1C(=O)Nc1nc(COc2ccccc2)cs1	0%	-4%	4%	0.9	i	-18	8	-2%	-8.0%	0%
O=C1/C(=C/c2ccc(O)cc2)SC(=S)N1CC1CCCO1 (stereo not given)	nt	0%	nt	nt	i	nt	nt	5%	nt	-2%
N#Cc1ccc(CSc2nnc(-c3cccnc3)o2)cc1	5%	-7%	5%	1	i	-6	10	-2%	-4.7%	-1%
Cc1ccc(SCCC(=O)NCc2ccccn2)cc1	6%	-8%	-4%	1.2	i	-5	1	6%	2.7%	4%
COc1ccc(C(C)C)cc1S(=O)(=O)n1cnc(C)c1	-2%	-7%	-8%	1.1	i	-6	0	9%	-4.2%	8%
CCN1CCc2nc(NC(=O)c3ccc(S(=O)(=O)N(C)C)cc3)sc2C1	12%	-6%	-4%	1	i	11	5	5%	-6.1%	4%
O=C(Nc1ccccc1Oc1ccccc1)c1cccc([N+](=O)[O-])c1	12%	2%	16%	1	i	11	-19	7%	-2.1%	0%
O=C(COC(=O)c1c(Cl)ccc(Cl)c1Cl)NC(=O)NCc1ccccc1	-2%	-1%	-6%	1	i	2	-8	7%	-9.4%	-12%
N/C(=C\C(=O)c1cc(Cl)ccc1O)C(Cl)(Cl)Cl	nt	-1%	nt	nt	i	nt	nt	2%	nt	-2%
Cc1cccc2c1-c1sc(C(=O)Nc3cccc([N+](=O)[O-])c3C)cc1CO2	1%	-8%	7%	1.1	i	11	-16	7%	-8.7%	2%
COc1ccc2[nH]c(C(=O)NCc3ccccc3)cc2c1	nt	-11%	nt	nt	i	nt	nt	0%	nt	2%
CC[N+]1(C)CCC(=C2c3ccccc3CC(=O)c3sccc32)CC1 (stereo not given)	-5%	1%	-13%	1	i	19	8	0%	-2.0%	-2%
Cc1cc(=O)[nH]c(SCC(=O)Nc2nnc(SCc3ccccc3)s2)n1	7%	-2%	2%	1	i	-6	5	0%	-5.1%	14%
COc1ccc(C2(CNS(=O)(=O)c3ccc(C)cc3)CCOCC2)cc1	nt	-6%	nt	nt	i	nt	nt	5%	nt	-9%
Cc1cccc(N=C(N2CCOCC2)P(=O)(N2CCOCC2)N2CCOCC2)c1	10%	0%	8%	1.2	i	9	0	7%	1.9%	0%

Remaining list, next part
Structure	human PMI inhibitors	LYP inhibition	human PMI inhibition	TNAP activation fold	Yfh1-depleted yeast	WT yeast gro inh	WT yeast gro inh mutant strain	P. falciparum M1AAP	XIAP antagonists	P. falciparum M17LAP
CC(=O)OCC1=C(C(=O)O)N2C(=O)C(NC(=O)c3ccc(F)cc3)C2SC1 (stereo not given)	-4%	11%	-4%	1.2	i	-8	-3	0%	-3.3%	23%
O=C(OCc1nc2ccccc2s1)[C@@H]1CCCN1S(=O)(=O)c1ccccc1F	12%	3%	12%	1.1	i	-36	-49	3%	-6.1%	1%
Cc1ccc(NC(=O)CC2SCCNC2=O)cc1Cl (stereo not given)	3%	-5%	4%	1.1	i	-3	0	4%	0.8%	34%
Brc1ccc(OCc2ccccc2)c(CNCc2ccncc2)c1	-8%	-11%	-4%	1	i	44	44	12%	-7.4%	17%
Clc1ccc(COc2ccccn2)c(Cl)c1	7%	1%	7%	1.1	i	-15	-13	2%	-4.1%	14%
O=C(COC(=O)/C=C/c1ccc(Cl)cc1Cl)Nc1ccc2c(c1)OCCO2	13%	-3%	12%	1.1	i	-2	-3	-6%	-5.1%	-3%
CC(=O)N1CCN(c2ccc(C(N)=O)cc2[N+](=O)[O-])CC1	-6%	-7%	-7%	1	i	-13	-10	1%	-6.1%	2%
Cc1cccc(/N=C2/NC(=O)C(Cc3ccccc3)S2)n1 (stereo not given)	nt	-6%	nt	0.9	i	-10	4	-2%	-6.3%	-3%
CCn1c(SCC(=O)NCc2ccccc2)nnc1-c1cccnc1	3%	-5%	3%	1.1	i	-6	-3	4%	1.6%	1%
Fc1cccc(CN2CCN(c3nc4nonc4nc3NC3CC3)CC2)c1	15%	-3%	16%	1.1	i	nt	nt	-4%	-11%	13%
COc1ccc(-n2nc(C(N)=O)c(O)cc2=O)cc1	8%	-3%	-8%	1	i	5	-7	8%	-0.4%	-2%
CS(=O)(=O)N1N=C(c2ccccc2)CC1c1ccc2c(c1)OCO2 (stereo not given)	14%	-9%	22%	2	i	5	-28	0%	-7.9%	7%
NCCc1nnc(SCC(N)=O)o1	7%	-7%	10%	1.1	i	-14	6	-1%	1.7%	-6%
O=S(=O)(c1cccc2cccnc12)N1CCc2ccccc21	-1%	2%	-10%	1.1	i	12	-8	-3%	-3.6%	3%
CCc1nccn1S(=O)(=O)c1cc(Br)ccc1OC	-3%	-1%	11%	1	i	-4	-4	-7%	-13%	7%

(listing goes on)
Structure	human PMI inhibitors	LYP inhibition	human PMI inhibition	TNAP activation fold	Yfh1-depleted yeast	WT yeast gro inh	WT yeast gro inh mutant strain	P. falciparum M1AAP	XIAP antagonists	P. falciparum M17LAP
COc1ccc(/C=N/NC(=O)c2c(C)nnn2-c2nonc2N)cc1OC	-4%	-2%	-3%	1.2	i	9	8	2%	-2.8%	-3%
Cc1ccc(-c2nc(CS(=O)CC(=O)NCc3ccccc3)c(C)o2)cc1 (stereo not given)	4%	-4%	2%	1.1	i	4	9	5%	-2.2%	13%
O=C(NC1CCCC1)c1ccccc1-c1ccccc1	-10%	-11%	4%	1.2	i	3	14	-1%	-1.7%	-8%
C/C(N)=C(/C#N)C(=O)COC(=O)C1Cc2ccccc2CN1S(C)(=O)=O (stereo not given)	-12%	-6%	-14%	1.2	i	-31	4	3%	-0.7%	6%
CC(C)c1ccc2occ(-c3nn[nH]n3)c(=O)c2c1	-16%	-4%	-17%	1	i	-6	15	-3%	-2.5%	3%
CC(C)(C)c1ccc(C(=O)Nc2ccc(Cl)cc2)cc1	-8%	-11%	-4%	1.1	i	0	-8	0%	-7.3%	1%
C#CCSc1nnc(-c2ccc(OC)cc2)o1	-6%	2%	-5%	1.2	i	16	17	-1%	-3.9%	-1%
Cc1cccc(N2CCN(Cc3cnc(Cl)s3)CC2C)c1 (stereo not given)	-1%	-10%	-9%	1.1	i	36	27	3%	-13%	5%
CCOCCc1nnc(NC(=O)Cc2c(F)cccc2Cl)s1	-5%	-5%	-6%	1	i	-23	6	1%	-12%	-9%
COc1ccc(C(=O)C2CCCN(C(=O)COc3ccc(C(C)=O)cc3)C2)cc1F (stereo not given)	41%	-4%	57%*	1.1	i	-15	3	3%	-4.8%	-3%
Cc1ccc(S(=O)(=O)N(C(=O)c2ccncc2)c2ccc(OC(=O)c3ccncc3)cc2)cc1	-11%	-4%	-15%	1.1	i	2	15	5%	-3.6%	11%
O=C(Cn1c(=O)oc2ccccc21)NCc1ccco1	-2%	-7%	-2%	1.1	i	-13	0	7%	-0.8%	-7%
CCOC(=O)Cc1csc(NC(=O)Cc2ccccc2)n1	nt	-5%	nt	1.1	i	0	-1	-2%	-0.6%	-3%
O=C(NCCOc1ccccc1F)Nc1ccc(Br)cc1	5%	-7%	7%	1.1	i	7	2	2%	-1.4%	2%
COc1ccccc1NC(=O)N(Cc1ccc2c(c1)OCO2)Cc1nc2ccccc2c(=O)[nH]1	15%	-1%	12%	1.1	i	13	17	11%	-3.6%	1%

Next section, overlapping the part above by 2 compounds.
Structure	human PMI inhibitors	LYP inhibition	human PMI inhibition	TNAP activation fold	Yfh1-depleted yeast	WT yeast gro inh	WT yeast gro inh mutant strain	P. falciparum M1AAP	XIAP antagonists	P. falciparum M17LAP
O=C(NCCOc1ccccc1F)Nc1ccc(Br)cc1	5%	-7%	7%	1.1	i	7	2	2%	-1.4%	2%
COc1ccccc1NC(=O)N(Cc1ccc2c(c1)OCO2)Cc1nc2ccccc2c(=O)[nH]1	15%	-1%	12%	1.1	i	13	17	11%	-3.6%	1%
CC(=O)n1cc([C@@H]2C=C(C(=O)N3CCOCC3)O[C@H](OCc3ccc(CO)cc3)C2)c2ccccc21	10%	-6%	8%	1.1	i	-13	-8	6%	-5.2%	2%
O=c1c2sccc2nc(SCc2ccc([N+](=O)[O-])cc2)n1Cc1ccccn1	10%	-6%	-6%	1.1	i	29	8	3%	-2.5%	2%
CCCC(C)NC(=O)c1cc(C(=O)OC)cc([N+](=O)[O-])c1 (stereo not given)	6%	-7%	6%	1.1	i	18	-1	5%	-1.0%	7%
Cc1cc(NC(=O)c2ccc3c(c2)OCCO3)ccc1NC(=O)c1ccco1	-7%	-1%	-8%	1	i	21	17	nt	-15%	nt

Compound activity from PubChem.
